B2AR arrestin: qHTS assay of beta-arrestin-biased ligands of beta2-adrenergic receptor | beta-arrestin recruitment to beta2AR, cell-based reporter | Beta-2 adrenergic receptor (Homo sapiens), P07550 | hit rate 0.02% among 330,000 | Potency, µM (top dose mostly 46.1 µM), inactives show at the highest dose activation, usual class: activators;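 further: potency means the concentration at half of the fitted maximal effect; 0% = DMSO controls and full agonism = EC100 isoproterenol or metaproterenol; nearly all actives have a fitted effect of over 65% in size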
Eya2 phos inh: qHTS Assay for Inhibitors of the Phosphatase Activity of Eya2; Protein phosphatase EYA2 (Homo sapiens), O00167; recombinant Eya2, OMFP fluorescence dephosphorylation (OMFP is methylfluorescein phosphate); Potency, µM (doses to about 76.9 µM), for inactives: at the highest dose activity, negative = inhibition, hits mostly inhibitors; hit rate 0.006% among 330,000; further: potency means the concentration at half of the fitted maximal effect
Target sequence (O00167 whole entry, looked up): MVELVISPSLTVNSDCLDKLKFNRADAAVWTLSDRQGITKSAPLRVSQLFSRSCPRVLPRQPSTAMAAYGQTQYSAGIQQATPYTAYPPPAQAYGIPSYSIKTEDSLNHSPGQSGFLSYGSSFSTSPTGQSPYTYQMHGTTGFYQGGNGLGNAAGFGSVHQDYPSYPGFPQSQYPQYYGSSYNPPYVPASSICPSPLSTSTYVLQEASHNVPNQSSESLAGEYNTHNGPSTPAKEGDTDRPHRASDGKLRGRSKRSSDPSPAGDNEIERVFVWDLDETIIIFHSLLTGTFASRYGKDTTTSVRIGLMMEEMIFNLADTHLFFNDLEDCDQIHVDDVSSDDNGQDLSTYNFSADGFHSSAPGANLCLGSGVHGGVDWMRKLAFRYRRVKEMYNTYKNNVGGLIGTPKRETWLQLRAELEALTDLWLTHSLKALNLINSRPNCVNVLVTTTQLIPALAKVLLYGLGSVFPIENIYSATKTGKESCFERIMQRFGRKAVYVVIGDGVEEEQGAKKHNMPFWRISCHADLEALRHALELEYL
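Eya2 (0.2 uM) preincubated 10 min at ambient with compound, then OMFP substrate added at 50 uM; 10 min reaction in 50 mM HEPES pH 7.5, 50 mM NaCl, 5 uM MgCl2, 0.05% BSA, 1 mM DTT. Fluorescence read at Ex 485/Em 525 nm.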
GALK inh: qHTS Assay for Inhibitors of Human Galactokinase (GALK). Potency, µM (titrated, usually from 57.5 µM), for the others: at the highest dose activity change, negative = inhibition, most hits filed as inhibitors. hit rate 0.007% among 270,000. Purified GALK, Kinase-Glo residual ATP luminescence. P51570. AID 1868, 2009; further: potency means the concentration at half of the fitted maximal effect
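Quantitative HTS: GALK 5 nM, ATP 35 uM, galactose 100 uM, 1 h room temperature, then luciferase-based ATP detection.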
KCNH2 3.1 inh: qHTS for Inhibitors of KCHN2 3.1: Mutant qHTS | Potassium voltage-gated channel subfamily H member 2, brain isoform KCNH2 3.1 (human) | U2OS KCNH2 3.1, thallium flux FluxOr; hits give low values | activity change, % (tested at about 1.8 µM) | hit rate 0.95% among 340,000 | AID 720553, 2013;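 active means maximum activity change below -70%; inconclusive means maximum activity change from -70% to -50%; inactive means maximum activity change above -50%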;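 further: thallium influx rate constant from kinetic fluorescence after stimulation buffer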
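We transduce U2OS cells with the mutant 3.1 virus, culture them overnight, load FluxOr with Red40 quencher for 45 min, then add stimulation buffer and read kinetically for 2 min to derive a normalized rate constant.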
PKM2 act: qHTS Assay for Activators of Human Muscle isoform 2 Pyruvate Kinase | Pyruvate kinase PKM (Homo sapiens), P14618 | purified PKM2, Kinase-Glo ATP luminescence, activation; response scale: 0% is enzyme alone, no compound | Potency, µM (titrated, usually from 57.5 µM), for inactives: at the top dose activation, usual class: activators | hit rate 0.34% among 260,000 | AID 1631, 2009; further: potency means the concentration at half of the fitted maximal effect; nearly all actives have a fitted effect of over 55% in size
Target sequence (P14618 whole entry, looked up, canonical isoform): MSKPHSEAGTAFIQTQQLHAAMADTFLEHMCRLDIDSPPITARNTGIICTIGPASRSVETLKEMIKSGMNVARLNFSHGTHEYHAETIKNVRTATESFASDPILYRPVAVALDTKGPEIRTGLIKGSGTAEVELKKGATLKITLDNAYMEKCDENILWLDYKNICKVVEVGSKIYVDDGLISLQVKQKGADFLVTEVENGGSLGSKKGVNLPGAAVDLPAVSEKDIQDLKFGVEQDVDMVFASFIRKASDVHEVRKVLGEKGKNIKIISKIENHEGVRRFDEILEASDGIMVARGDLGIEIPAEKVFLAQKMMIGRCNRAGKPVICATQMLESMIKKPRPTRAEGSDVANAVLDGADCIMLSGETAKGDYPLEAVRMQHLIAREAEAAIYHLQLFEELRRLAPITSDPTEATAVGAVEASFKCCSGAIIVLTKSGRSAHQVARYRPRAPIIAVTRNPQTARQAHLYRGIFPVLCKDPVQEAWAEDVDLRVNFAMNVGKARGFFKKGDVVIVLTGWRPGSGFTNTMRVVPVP
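Kinase-Glo luminescence reports ATP generated from ADP (0.1 mM) and PEP (0.5 mM) by purified hPK-M2 after 1 h at room temperature, pH 7.2 imidazole buffer; intermediate enzyme activity allows detecting inhibitors and activators.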
Chronic BCR inh: qHTS Assay to Find Inhibitors of Chronic Active B-Cell Receptor Signaling | ABC-DLBCL IkBa-CBG/CBR reporter, luminescence ratio, 4 h | hit rate 0.05% among 340,000 | Potency, µM (doses to about 46.1 µM), without a hit: at the top dose ratio change, negative = lower green/red ratio, hits mostly inhibitors; active means well fitted inhibition curve with a large enough effect in the signal ratio, with a control signal flat, not every such curve was filed as active; inconclusive means small, poorly fitted or top-dose-only effect, or effect the other way, or a change in a side signal; the % refers to the signal ratio;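 further: potency means the concentration at half of the fitted maximal effect; plate controls were basal doxycycline-induced cells for no effect and cells given 10 µM MG132 for full effect; MG132 reads +100%, hits lower the ratio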
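TMD8 human ABC-DLBCL cells with doxycycline-inducible IκBα–green luciferase fusion and unfused red luciferase, in 0.5% FBS medium; compounds up to 46 uM, 4 h at 37C. Green/red luminescence ratio, filter-overlap corrected, fitted to concentration-response curves.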
FBPA coupling cs: qHTS Assay for Inhibitors of Fructose-1,6-bisphosphate Aldolase from Giardia Lamblia: Coupling assay counterscreen | coupling enzyme system counterscreen, AmpLite Red fluorescence | activity change, negative = inhibition, % at 58.2 µM, hits read low | hit rate 0.67% among 290,000; in the data active means activity change below about -30%
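Activity here indicates interference with the coupling reaction, not aldolase inhibition. Compounds at 57.5 uM final met coupling enzymes for 10 min at RT; substrate and AmpLite Red detection followed, with a 525/598 nm fluorescence read after 20 min.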
Giardia kill: Small Molecules that selectively kill Giardia lamblia: qHTS; Giardia lamblia trophozoite viability; AID 540267, 2011; hit rate 0.15% among 340,000; activity change, % at 7.66 µM, hits read low; in the data active means activity change below about -80%; inconclusive means between about -30% and that limit;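 further: parasites exposed to compound for two days anaerobically before the ATP read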
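Viability, read as ATP luminescence: trophozoites at 100 cells/well, compound added, 48 hrs anaerobic at 37 deg C, then 15-30 min room-temperature development before reading.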
USP2a block: qHTS Assay for Inhibitors of Ubiquitin-specific Protease USP2a Using CHOP2 as the Reporter. Ubiquitin carboxyl-terminal hydrolase 2 (Homo sapiens), O75604. USP2 core, Ub-CHOP2 coupled fluorogenic reporter, 485/531. Potency, µM (top dose mostly 38.3 µM), for inactives: at the top dose activity change, negative = inhibition, usual class: inhibitors. hit rate 0.01% among 330,000;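 further: potency means the concentration at half of the fitted maximal effect; plate controls were DMSO wells for no effect and full inhibition by NEM control for full effect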
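Cell-free coupled assay: 10nM USP2 core preincubated 30min RT with compound in Tris-HCl pH 8.0/CaCl2/CHAPS buffer, then 25nM Ub-CHOP2 and 25nM reporter substrate; fluorescence (Ex 485/Em 531) read after 60min RT, normalized to NEM inhibition, concentration-response curves fitted.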
hERG WT inh: qHTS for Inhibitors of KCHN2 3.1: Wildtype qHTS; AID 720551, 2013; U2OS, BacMam KCNH2, thallium flux FluxOr; hits give low values; activity change, % at 1.84 µM; hit rate 0.37% among 340,000;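 active means maximum activity change below -70%; inconclusive means maximum activity change between -70% and -50%; inactive means maximum activity change above -50%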
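U2OS cells were transduced with wild-type KCNH2 virus (2.03 x 10^8 / mL) for 4 h at room temperature, then cultured overnight at 37 C. Thallium flux was read with FluxOr dye. Rate constants were normalized to DMSO controls.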
uPA generation: qHTS for Inhibitors of Cell Surface uPA Generation; cell surface uPA generation assay, qHTS; Potency, µM (series often up to 38.3 µM), for inactives: at the top dose activity change, negative = inhibition, actives largely listed as inhibitors; hit rate 0.31% among 330,000; AID 540303, 2011; active means well fitted inhibition curve with a large enough effect; inconclusive means small, poorly fitted or top-dose-only effect; inactive means no such curve, though single readings can be large or run the other way; tested in mouse RAW 264.7 cells; further: potency means the concentration at half of the fitted maximal effect; nearly all actives have a fitted effect of over 55% in size
* = called active by the depositor; ? = inconclusive; · = not tested or not shown; [ ] = remark or other dose. Unless noted, the call rests on the fitted dose curve; in most records, active means well fitted curve in the direction sought with a large enough effect; inconclusive means small, poorly fitted or top-dose-only effect, or another doubt; inactive means no such curve, though single readings can be large; an effect the other way counts as inactive or inconclusive. Unless noted, on the % scale 0 is the no-effect control and ±100 the full control effect.

SMILES | B2AR arrestin | Eya2 phos inh | GALK inh | KCNH2 3.1 inh | PKM2 act | Chronic BCR inh | FBPA coupling cs | Giardia kill | USP2a block | hERG WT inh | uPA generation
O=C(c1ccc(Br)s1)N1CCN(S(=O)(=O)c2ccccc2)CC1 | -1.1% | 0.1% | 2.2% | 5.5 | -7.4% | ? | 3.8 | 14.1 | 1.9% | 23.7 | 0.5%
COc1ccc(CN(C(C)=O)c2ccccc2C(=O)O)cc1 | 0.2% | -3.7% | -2.1% | 13.7 | -6.2% | -0.3% | 0.9 | -4.1 | -0.7% | -5.7 | -0.1%
COc1ccc(NC(=O)CN2CCN(S(=O)(=O)c3ccc(Cl)cc3)CC2)cc1 | 0.0% | -2.3% | -2.5% | -7.3 | 27.6% | -7.6% | -6.3 | 12.0 | -1.3% | -11.7 | -3.4%
N#CCCN(Cc1cccnc1)C(=O)c1sc2cc(F)ccc2c1Cl | -1.4% | 2.9% | 0.1% | 0.3 | -1.7% | 2.0% | 2.7 | -11.7 | 2.5% | 4.9 | 4.0%
CCOc1ccc(S(=O)(=O)N2CCCC(C(=O)NCc3ccco3)C2)cc1 (stereo unspecified) | -0.5% | -1.0% | 6.7% | 5.1 | -9.4% | -8.0% | · | 20.5 | 1.1% | -6.8 | 8.6%
O=C(CSC1=NCCS1)Nc1ccc(S(=O)(=O)N2CCCCCC2)cc1 | 2.3% | -0.9% | 1.4% | -16.4 | 3.6% | ? | -2.1 | 18.2 | -2.4% | 2.2 | 3.2%
O=C(CCc1nnc(C2CCCCC2)o1)NCc1ccc(F)c(F)c1 | -1.0% | 2.3% | 0.2% | -7.2 | 1.0% | 5.7% | 1.5 | -11.8 | -2.7% | · | 5.9%
COc1ccccc1CNC(=O)CNCC1CCCO1 (stereo unspecified) | -0.8% | 0.0% | 2.6% | 7.9 | -3.3% | 1.6% | 1.5 | -16.1 | -0.1% | -2.6 | 2.2%
O=C(O)c1ccc(Cl)c(S(=O)(=O)N(Cc2ccccc2)c2ccccc2)c1 | 0.3% | 3.0% | -1.3% | 9.9 | -2.4% | 3.6% | 22.2 | -6.7 | -0.2% | 22.3 | 0.6%
COc1ccc(NC(=O)c2cccc(NC(=O)c3ccco3)c2)c(OC)c1 | -0.1% | -1.9% | 5.1% | 0.4 | -1.0% | -0.1% | 0.4 | -4.0 | -1.1% | -30.4 | -6.9%
Cc1nc(N)ncc1-c1ccc2c(c1)OCO2 | 0.2% | 8.2% | -2.4% | -3.3 | · | -13.5% | 1.6 | -9.5 | 2.4% | -8.0 | -0.3%
CCO[C@@H]1OC(C(=O)NC2CC2)=C[C@H](c2ccccc2)[C@H]1CCCO | -0.6% | 12.1% | 7.5% | 2.9 | 1.8% | 2.4% | -1.0 | 11.6 | -0.5% | -3.4 | -28.6%
C=CCc1c(C)nc(SCc2nc3ccccc3c(=O)[nH]2)[nH]c1=O | 0.2% | 0.9% | 0.6% | 1.5 | 16.1% | ? | -0.7 | -5.6 | -0.9% | -2.0 | 0.0%
COc1ccc(Cc2nc3ccc(C(=O)NC4CCOC4)cc3o2)cc1 (stereo unspecified) | 0.3% | 8.0% | 3.7% | -7.0 | · | -3.4% | -0.6 | -16.4 | -0.1% | -0.4 | -2.7%
COc1ccc([N+](=O)[O-])c(OC)c1C(=O)NC(=O)Nc1nc(C)cc(C)n1 | 0.2% | -17.0% | 0.2% | -30.6 | -6.6% | ? | -7.6 | ? | -0.8% | -0.3 | 2.9%
O=C(C1CCN(S(=O)(=O)N2CCOCC2)CC1)N1CCN(Cc2ccccc2)CC1 | -0.2% | 0.4% | -0.1% | -1.5 | 0.8% | -0.3% | -0.6 | -25.2 | 4.5% | -14.6 | -2.5%
COc1cccc(NC(=O)C2CCC2)c1 | -0.5% | 6.3% | · | 1.4 | · | 2.6% | · | 14.6 | 0.5% | 8.0 | 1.2%
CC(C)CC(c1nnnn1C(C)C)N1CCN(c2ccccc2)CC1 (stereo unspecified) | -0.5% | 6.3% | -3.2% | -0.8 | 4.6% | -1.7% | -0.4 | -8.9 | 1.5% | -2.6 | 12.9%
Cc1nc2ccccn2c1C(=O)N/N=C/c1cc(C)n(-c2ccc(Br)cc2)c1C | -0.6% | 1.3% | -3.2% | -1.9 | 0.1% | -5.8% | 3.3 | -11.1 | 0.4% | -0.6 | -1.9%
CCC(=O)Nc1ccccc1N1CCN(S(C)(=O)=O)CC1 | -2.2% | -1.8% | -0.2% | 1.9 | 1.6% | -8.1% | -2.8 | -0.6 | -0.2% | -11.8 | 1.3%
Cn1c(=O)c2c(nc(N3CCCCCC3)n2CC(O)COc2ccccc2)n(C)c1=O (stereo unspecified) | -0.2% | -13.4% | 6.3% | 9.7 | -6.7% | 0.5% | -0.2 | 13.4 | 0.8% | 10.0 | -4.0%
COCc1cc(C)nc(OCC(=O)N/N=C/c2cccc(OC)c2)c1C#N | -0.2% | -30.4% | 2.9% | 4.8 | -3.3% | -2.8% | 1.4 | -4.8 | 2.8% | 6.4 | -4.8%
CCN1C(=O)N/C(=C/c2ccc(Sc3ccc(C)cc3)o2)C1=O | -0.4% | 2.0% | 0.6% | 4.4 | 5.0% | ? | · | 6.2 | -0.5% | 3.9 | -3.9%
Cc1ccnc(NC(=O)CSc2nnc3c(n2)[nH]c2ccccc23)c1 | -0.5% | -17.0% | 1.2% | · | 0.1% | 14.2% | 0.9 | · | 1.6% | · | ·
COc1cc(C(=S)N2CCN(C)CC2)ccc1OCC(=O)NCc1ccccc1 | 0.1% | -2.1% | 0.9% | 17.7 | 7.6% | -0.2% | 0.9 | 5.4 | 3.8% | -6.7 | 1.6%
CN1CCN(C(=O)c2ccc(C3SCC(=O)N3Cc3ccco3)cc2)CC1 (stereo unspecified) | -1.0% | 6.9% | 0.1% | 2.6 | 6.5% | 1.1% | 2.9 | -22.5 | 0.2% | -1.1 | 0.0%
COC(=O)c1cn(Cc2ccccn2)c(=O)c2ccccc12 | -0.1% | -1.4% | -0.5% | 11.4 | -0.5% | ? | 0.4 | 17.5 | 1.1% | 1.1 | -4.4%
O=C(COc1ccccc1)NCCc1cn2ccsc2n1 | 0.0% | -1.9% | 0.4% | 39.7 | 12.8% | -5.7% | 0.3 | -2.6 | 0.1% | 1.2 | -13.1%
CS(=O)(=O)Nc1ccc(C2=NN(S(C)(=O)=O)C(c3ccccc3)C2)cc1 (stereo unspecified) | -0.2% | -13.6% | 0.1% | 7.1 | -4.0% | -0.1% | -1.3 | 6.0 | 3.4% | -5.6 | -0.5%
Cc1ccnc(NC(=O)C2CCCN(S(=O)(=O)c3ccc4[nH]c(=O)ccc4c3)C2)c1 (stereo unspecified) | -0.6% | -3.8% | -2.9% | 11.7 | · | -1.3% | -3.4 | -13.6 | 3.0% | -15.7 | -0.4%
Cc1ccsc1CNc1ncnc2ccc(-c3c(C)noc3C)cc12 | -0.3% | -14.0% | · | · | · | -16.4% | -10.1 | -21.1 | -1.0% | · | -15.6%
Cc1[nH]ccc(=O)c1OCc1c(Cl)cccc1Cl | 0.0% | 28.5% | -1.9% | 5.9 | -2.4% | -1.4% | 1.2 | 39.0[activator] | -0.6% | -4.8 | 2.2%
COc1ccc2c(c1)C1C=CCC1C(c1cc3c(cc1Br)OCO3)N2 (stereo unspecified) | -0.1% | ? | -3.7% | 1.4 | 8.1% | -7.2% | -2.8 | 0.8 | 1.3% | 2.8 | ·
CC(C)C(NC(=O)OCc1ccccc1)C(=O)NC1CCCCC1 (stereo unspecified) | -0.8% | 4.7% | 7.2% | -18.0 | -6.1% | 6.5% | 0.0 | 12.9 | -0.1% | 27.7 | -14.1%
CCOC(=O)c1c(C)c(C(=O)NCCN2CCOCC2)c(C)n1CC | 3.6% | -11.5% | -2.5% | 0.8 | 3.8% | -15.2% | 4.3 | 2.2 | 0.0% | -4.5 | ·

Compound activity: PubChem BioAssay, National Center for Advancing Translational Sciences (NCATS)
